High-throughput results as filed in PubChem BioAssay.
GSIS activator: primary screen for activators of insulin secretion dependent on glucose, INS-1E cells, GLuc reporter luminescence | INS-1E GLuc reporter insulin secretion, 2-3 h | activation, % at 16.6 µM | 370,000 tested, 0.61% active;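 active = lowest replicate activation of at least 40%, so every replicate reaches that level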;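 also: 0% = median of neutral control wells and 100% = median of IBMX positive control wells; some compounds called inactive have numbers as strong as hits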
ARNT-TACC3 inh: ARNT/TACC3 interaction disruption; AID 623870; Q9Y6A5; 390,000 tested, 0.66% active; AlphaScreen His-ARNT PAS-B/GST-TACC3 binding, luminescence; TACC3 fragment carries E629A point mutation; inhibition, % at 9.99 µM;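 active = mean inhibition of replicates at least 50% and at least half of replicates each reaching 50%; inconclusive = half or more replicates reach 50% but mean below 50%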;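 also: 0% = complete ARNT plus TACC3 wells and 100% = ARNT alone without TACC3; many hits fall short of the cut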
DENV2 CPE rescue: DENV2-induced cell death inhibition. AID 651640. DENV2-infected cells, cytopathic effect rescue, plate reader. CPE inhibition, % at 9.99 µM. 350,000 tested, 1.7% active; in the data active = CPE inhibition above about 20%, passing the limit was not always enough; inconclusive = no clear call, values can overlap the other calls; tested in BHK-21 cells;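 also: 0% = median of neutral control wells and 100% = median of positive control wells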
ERp5 block: blocks human ERp5 reductase activity on insulin. Q15084. ERp5 insulin aggregation, absorbance 650 nm, 90 min. inhibition, % at 9.99 µM. 350,000 tested, 0.05% active;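 active = mean replicate inhibition above about 25%, with every replicate also reaching it, limit read from the data, passing the limit was not always enough; inconclusive = only one of those two criteria met; inactive = neither criterion met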
Target sequence (Q15084 whole entry, looked up): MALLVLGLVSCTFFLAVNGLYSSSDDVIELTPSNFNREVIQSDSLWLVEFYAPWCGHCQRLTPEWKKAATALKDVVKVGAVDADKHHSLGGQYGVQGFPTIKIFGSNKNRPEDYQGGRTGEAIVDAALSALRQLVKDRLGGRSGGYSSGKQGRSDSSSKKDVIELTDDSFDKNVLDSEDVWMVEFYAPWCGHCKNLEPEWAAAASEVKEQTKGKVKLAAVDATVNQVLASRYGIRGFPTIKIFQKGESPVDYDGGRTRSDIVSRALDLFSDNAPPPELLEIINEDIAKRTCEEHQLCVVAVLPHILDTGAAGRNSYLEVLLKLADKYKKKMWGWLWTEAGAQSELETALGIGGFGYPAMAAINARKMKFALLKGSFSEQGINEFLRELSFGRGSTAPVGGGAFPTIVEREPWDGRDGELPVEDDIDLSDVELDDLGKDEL
Xi reactivation: activators of X-chromosome reactivation in mouse fibroblasts; XiGFP mouse fibroblasts, % GFP-positive cells imaging, 3 d; cells co-treated with 5-aza-dC sensitizer; scaled so ellipticine positive control = 100%; activation, % at 7.58 µM; 360,000 tested, 0.055% active; AID 743238;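 active = mean normalized replicate activation at least 10% and every replicate at or above 10%; inconclusive = only one of the two criteria met; inactive = mean below 10% and not all replicates reach 10%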;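 also: 0% = median of on-plate neutral control wells and 100% = ellipticine 6 µM median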
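assay system = SV40-immortalized XiGFP fibroblast cells, line 68-5-11 | buffer or medium = DMEM plus 5-aza-dC sensitizer | doses = single-point pinned compound dosing | times = 3-day compound exposure, then 15 min fixation at room temperature | benchmarks = positive control ellipticine, 6 µM final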
EWS-Fli inh: inhibitors of EWS/Fli oncoprotein transcriptional activity; A673 NR0B1-luciferase reporter, viability-normalised; 350,000 tested, 0.67% active; inhibition, % at 12.6 µM; AID 651661;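 active = mean inhibition of at least 50% after viability correction, with every replicate also passing that limit; inconclusive = mean reaches 50% but only one of two replicates passes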;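 also: firefly luciferase signal divided by Alamar Blue viability fluorescence both relative to DMSO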
CFTR F508del cor: CFTR F508del correction in bronchial cells | CFBE cells, YFP halide quenching; stimulated with forskolin plus potentiator P3; % fluorescence drop versus neutral controls | activity (quench increase), % at 7.58 µM | 350,000 tested, 0.36% active;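 active = mean added fluorescence quench of at least 8% versus neutral control, with both replicates also reaching 8%; inconclusive = only one of the mean or replicate conditions met; inactive = mean below 8% and not both replicates reaching 8%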;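 also: cells transiently co-express mutant CFTR-F508del with the halide-sensitive YFP; corrector assay measuring rescue of mutant channel to the surface after 24 h compound exposure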
PAX8 reporter: lowers PAX8-driven luciferase in RMG-I cells. inhibition, % at 12.6 µM. 360,000 tested, 1.2% active. AID 652154. RMG-I TPO-luciferase reporter, SteadyGlo, 24 h;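 active = mean replicate inhibition at least 60% with every replicate also reaching 60%; inconclusive = only one of the two criteria is met; inactive = mean below 60% and not all replicates reaching 60%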;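 also: luciferase light reporting Pax8 driven TPO promoter activity; plate controls were median of neutral control wells for no effect and mitoxantrone controls for full effect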
* hit, by the source's call; ? = inconclusive; nt = not tested or not shown.

SMILES	GSIS activator	ARNT-TACC3 inh	DENV2 CPE rescue	ERp5 block	Xi reactivation	EWS-Fli inh	CFTR F508del cor	PAX8 reporter
Cc1ccc2nsnc2c1NC(=O)c1sc2ccccc2c1Cl	5	-12	nt	nt	0.1	nt	nt	-24
COCC(=O)N1CC2(C1)CN(C(=O)Nc1ccccc1F)[C@H](CO)c1[nH]c3cc(OC)ccc3c12	6	nt	-1	-3	0.0	-1	-2.6	-28
CCOC(=O)c1c(C)[nH]c(C(=O)OCC(=O)Nc2sccc2C(N)=O)c1C	31	3	-7	14	0.5	-30	3.2	30
CCOC(=O)c1ccc(NC(=O)c2nc(S(=O)(=O)Cc3ccccc3)ncc2Cl)cc1	3	-1	9	nt	0.4	nt	-2.5	22
CC[C@]12c3[nH]c4ccccc4c3CCN1C(=O)C(CC(=O)NCC13CC4CC(CC(C4)C1)C3)C[C@@H]2C(=O)N1CCN(C(=O)C2CC2)CC1 (stereo partly drawn)	-37	4	6	0	-0.1	5	0.8	31
Cc1noc(C)c1S(=O)(=O)N(C)C[C@@H]1Oc2ccc(NC(=O)NC(C)C)cc2CC(=O)N([C@@H](C)CO)C[C@@H]1C	2	1	-2	-2	0.1	-4	1.0	-2
O=C(Nc1cccc(Cl)c1)c1nc[nH]c1C(=O)NCCN(CCNC(=O)c1[nH]cnc1C(=O)Nc1cccc(Cl)c1)CCNC(=O)c1[nH]cnc1C(=O)Nc1cccc(Cl)c1	7	-3	-5	-6	0.3	-11	-2.7	-21
CCS(=O)(=O)N[C@H]1C=C[C@@H](CC(=O)N2CCCCC2)O[C@H]1CO	nt	26	5	-3	nt	5	-2.7	2
C[C@H]1CN([C@@H](C)CO)C(=O)c2cccc(NC(=O)NC3CCCCC3)c2O[C@@H]1CN(C)CC1CC1	-2	-4	11	-4	-0.7	3	-0.1	4
C[C@H](CO)N1C[C@H](C)[C@@H](CN(C)Cc2ccc(C(F)(F)F)cc2)Oc2ccc(NC(=O)Nc3ccccc3)cc2C1=O	1	25	-20	-1	0.1	10	-2.7	nt
C[C@@H]1CCCCO[C@H](CN(C)Cc2ccc3c(c2)OCO3)[C@H](C)CN([C@@H](C)CO)C(=O)c2cc(NS(=O)(=O)c3cn(C)cn3)ccc2O1	0	0	-1	nt	0.0	-2	2.1	-4
c1cncc(CNc2ncnc3ccc(-c4ccc5c(c4)OCO5)cc23)c1	22	15	9	3	0.1	-11	1.9	-15
CN(C(=O)COC(=O)c1ccc([N+](=O)[O-])cc1Cl)C1CCCCC1	-24	7	-3	15	0.1	-1	4.6	3
CC(=O)N(C)c1nc(N)n(-c2ccccc2)n1	2	nt	nt	-1	0.0	6	-0.6	2
O=C(OCc1c(-c2ccccc2)ncc2ccccc12)c1ccccc1C(F)(F)F	31	15	5	-1	-0.1	-7	2.8	-54
O=c1[nH]c(-c2ccccc2)cn1C1CCN(Cc2ccc(-c3nc4ccc(Br)cc4nc3-c3ccccc3)cc2)CC1	nt	nt	-1	2	-0.1	1	-0.5	-11
Cc1cccn2c(CNCC(C)Oc3cccnc3)c(C(=O)N3CCOCC3)nc12 (stereo not drawn)	nt	-6	6	0	-0.1	4	-0.3	-1
Cc1ccc(NC(=O)C2(c3ccccc3)CCOCC2)cc1	-3	15	1	-15	0.0	0	-0.2	-8
C=CCn1c(C)nnc1SCC(=O)NC1CCCCC1	0	0	-12	-5	0.0	-1	-0.7	-6
COc1ccc(CCNC(=O)COc2ccc(S(=O)(=O)NC3CCCCC3)cc2Cl)cc1OC	nt	-9	2	-2	0.0	0	nt	4
O=C(c1ccco1)N1CCN(S(=O)(=O)c2ccc(S(=O)(=O)NC3CCCC3)cc2)CC1	-3	-13	-4	1	nt	6	2.6	nt
CC(C)=Cc1oc2ccc([N+](=O)[O-])cc2c1N1CCOCC1	-4	-1	8	-1	0.1	5	-1.8	-9
NCC[C@@H]1CC[C@@H](NS(=O)(=O)Cc2ccccc2)[C@H](CO)O1	-6	-4	nt	0	0.6	-1	-2.6	-6
CS(=O)(=O)c1ccc(C(=O)NCC(c2ccco2)N2CCCCC2)cc1 (stereo not drawn)	6	-4	14	1	0.2	6	0.1	1
C[C@@H]1CN([C@H](C)CO)C(=O)c2cc(C#CC3(O)CCCC3)cnc2O[C@@H]1CN(C)CC1CC1	-5	9	8	-2	-0.8	-4	-0.4	nt

Taken from above.
EWS-Fli inh, `Cc1cccn2c(CNCC(C)Oc3cccnc3)c(C(=O)N3CCOCC3)nc12` (stereo not drawn) : 4
Xi reactivation, `COCC(=O)N1CC2(C1)CN(C(=O)Nc1ccccc1F)[C@H](CO)c1[nH]c3cc(OC)ccc3c12` : 0.0

Later entries.
SMILES	GSIS activator	ARNT-TACC3 inh	DENV2 CPE rescue	ERp5 block	Xi reactivation	EWS-Fli inh	CFTR F508del cor	PAX8 reporter
O=S(=O)(c1cc(F)ccc1F)N1CCC2(CC1)OCCN2S(=O)(=O)c1ccccc1	-8	0	5	-1	0.0	-2	0.7	7
COc1ccccc1N(CC(=O)NC1CCCCC1)S(=O)(=O)c1ccccc1	-4	nt	-2	7	nt	9	1.2	7
CC=Cc1ccc2n(c1=O)C[C@@H]1[C@@H](CO)[C@H](C(=O)NCc3ccccn3)N(CC3CC3)[C@H]21 (mixture of isomers)	6	12	13	-1	0.0	4	nt	nt
COc1cccc(S(=O)(=O)N2CCCCN3[C@H](C2)[C@@H](c2ccc(C4=CCCCC4)cc2)[C@@H]3CO)c1	16	14	-8	1	0.2	0	0.6	13
O=C(Nc1ccccc1F)N[C@H]1CC[C@@H](CCNC(=O)C2CCCC2)O[C@H]1CO	-9	-5	4	-3	0.1	-3	-0.9	-9
Cc1ccc(/C=C/C(=O)Nc2cccc3cccnc23)o1	15	9	nt	nt	1.1	nt	nt	36
COC(=O)[C@H](CCSC)NC(=O)Cn1ccc(NC(=O)OCc2ccccc2)nc1=O	12	-4	nt	-5	0.0	-7	-1.3	6
COC(=O)c1cccc(NC(=S)NC(C)C)c1	22	-2	-2	-7	0.0	2	2.0	-7
Nc1cc(Nc2ccccc2)c2nonc2c1[N+](=O)[O-]	7	-4	0	-1	0.3	-8	-0.1	28
CCNC(=S)N(CCc1c(C)[nH]c2ccc(Cl)cc12)Cc1cccnc1	-33	0	3	2	0.1	12	-2.6	-1
O=C1COc2ccc3ccccc3c21	1	-8	-1	-2	0.1	-2	-0.5	16
C[C@H]1CN([C@@H](C)CO)C(=O)c2cc(C#Cc3ccccc3)cnc2O[C@@H]1CN(C)C(=O)c1ccccc1	-21	3	3	-7	0.0	0	nt	-24
COc1cc(F)c(C(=O)NC(C)(C)CO)cc1OC	9	-1	?	1	0.0	-12	-0.4	-20
C=C(C)CNC(=O)c1ccc(OC2CCN(S(=O)(=O)N(C)C)CC2)cc1	nt	-24	-4	-1	0.0	-9	0.0	-8
CSc1ncccc1C(=O)Nc1ccc2c(c1)OCO2	9	-5	7	-2	0.1	-21	-5.0	-25
COc1ccc(S(=O)(=O)NCC2CCCN(C(=O)c3cccnc3C)C2)cc1 (stereo not drawn)	4	nt	4	-4	0.2	-4	-1.4	3

Some of the entries so far, comma-delimited:
structure,GSIS activator,ARNT-TACC3 inh,DENV2 CPE rescue,ERp5 block,Xi reactivation,EWS-Fli inh,CFTR F508del cor,PAX8 reporter
CSc1ncccc1C(=O)Nc1ccc2c(c1)OCO2,9,-5,7,-2,0.1,-21,-5.0,-25
COc1cc(F)c(C(=O)NC(C)(C)CO)cc1OC,9,-1,?,1,0.0,-12,-0.4,-20
O=S(=O)(c1cc(F)ccc1F)N1CCC2(CC1)OCCN2S(=O)(=O)c1ccccc1,-8,0,5,-1,0.0,-2,0.7,7
COC(=O)[C@H](CCSC)NC(=O)Cn1ccc(NC(=O)OCc2ccccc2)nc1=O,12,-4,nt,-5,0.0,-7,-1.3,6
C=C(C)CNC(=O)c1ccc(OC2CCN(S(=O)(=O)N(C)C)CC2)cc1,nt,-24,-4,-1,0.0,-9,0.0,-8
O=C1COc2ccc3ccccc3c21,1,-8,-1,-2,0.1,-2,-0.5,16
